Screening results from PubChem.
Efflux pump mplx: antifungal efflux pump inhibition, Nile Red retention. S. cerevisiae Candida pump triplex. inhibition, % at 10 µM. 0.44% of 330,000 active. AID 485275;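 active means plate passing quality check with inhibition over a set limit, or well fluorescence over plate mean plus 4 SD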;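 further: Nile Red retained in pooled yeast measured as flow cytometry median fluorescence; 0% = buffer negative control and 100% = Enniatin B positive control; higher means more Nile Red kept so more efflux inhibition; some compounds called inactive have numbers as strong as hits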
CR mimetic SO: yeast age-related superoxide inhibition as caloric restriction mimetic. S. cerevisiae aged cells, superoxide DHE fluorescence; stronger effect = lower value. superoxide response (% of plate mean), % at 10 µM. 0.18% of 330,000 active. AID 2690;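 active means superoxide response under a set limit, about three screen SD below normal, cut at about 65% in these data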;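 further: yeast aged for seven days with compound at 30 °C before DHE staining; 100% = average MFI of all compound-treated wells on the plate with controls excluded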
MEX-5 binding: C. elegans MEX-5 TCR-2 RNA binding activity; 0.38% of 300,000 active; Q9XUB2; activity score (negative = inhibition of binding), % at 10 µM; MEX-5/FITC-TCR2 RNA binding, fluorescence polarization; stronger effect = lower value; AID 1832;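 active means inhibition past about -25% in most replicates, and total fluorescence under double the plate's negative control median, limit read from the data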;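 further: 0% = DMSO and -100% = 5 µM competing unlabeled TCR2 RNA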
BCLXL inh: blocks human Bcl-xL binding to Bim BH3 peptide. inhibition, % at 10.9 µM. GST-Bcl-xL / FITC-Bim BH3 peptide fluorescence polarization. 0.7% of 320,000 active. AID 2129. Q07817;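 active means inhibition above the mean of all tested compounds plus 3 SD, cutoff set per campaign, cut at about 30% in these data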;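 further: 0% = DMSO wells and 100% = unlabeled Bim-BH3 peptide competitor; inhibitors lower millipolarization by displacing the labeled peptide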
Target sequence (Q07817 whole entry, looked up): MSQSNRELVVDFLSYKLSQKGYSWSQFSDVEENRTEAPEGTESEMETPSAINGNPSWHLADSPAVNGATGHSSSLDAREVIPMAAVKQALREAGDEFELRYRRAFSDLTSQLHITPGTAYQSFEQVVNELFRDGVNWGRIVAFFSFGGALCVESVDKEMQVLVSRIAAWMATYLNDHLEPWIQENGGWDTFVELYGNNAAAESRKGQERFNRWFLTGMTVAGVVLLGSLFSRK
GLD-1 RNA inh: GLD-1-TGE RNA interaction inhibition (C. elegans); 0.44% of 320,000 active; inhibition, % at 5.96 µM; purified GLD-1 + fluorescein TGE RNA, fluorescence polarization; Q17339;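 active means percent inhibition above a per-plate cutoff, the plate mean of test compounds plus 3 SD, cut at about 30% in these data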;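 further: 0% = DMSO wells with GLD-1 and probe and 100% = wells lacking GLD-1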
Fam108B inh: counter-screen for RBBP9 inhibitors: inhibitors of mouse Fam108B; recombinant Fam108B, FP-Rh probe fluorescence polarization; inhibition, % at 9.51 µM; 0.33% of 300,000 active; AID 1947;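 active means inhibition above the screen mean inhibition plus 3 SD, computed separately per campaign, cut at about 18% in these data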;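 further: inhibitors lower polarization as less probe binds the enzyme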
EBNA-1 inh: blocks EBNA-1 binding to DNA; 0.34% of 300,000 active; inhibition, % at 14.8 µM; AID 1950; EBNA-1 DNA binding, fluorescence polarization; in the data active means inhibition above about 28%
MCL1-BIM inh: disrupts human MCL1 binding to BIM-BH3 peptide | 0.68% of 320,000 active | Q07820 | GST-MCL1 / FITC-Bim-BH3 fluorescence polarization | inhibition, % at 10.9 µM | AID 2057;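 active means inhibition above the mean inhibition of all tested compounds plus 3 SD, set per campaign, cut at about 40% in these data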;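 further: 0% = DMSO wells and 100% = unlabeled Bim-BH3 peptide control; higher means more loss of mP so more displacement of Bim peptide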
Target sequence (Q07820 whole entry, looked up): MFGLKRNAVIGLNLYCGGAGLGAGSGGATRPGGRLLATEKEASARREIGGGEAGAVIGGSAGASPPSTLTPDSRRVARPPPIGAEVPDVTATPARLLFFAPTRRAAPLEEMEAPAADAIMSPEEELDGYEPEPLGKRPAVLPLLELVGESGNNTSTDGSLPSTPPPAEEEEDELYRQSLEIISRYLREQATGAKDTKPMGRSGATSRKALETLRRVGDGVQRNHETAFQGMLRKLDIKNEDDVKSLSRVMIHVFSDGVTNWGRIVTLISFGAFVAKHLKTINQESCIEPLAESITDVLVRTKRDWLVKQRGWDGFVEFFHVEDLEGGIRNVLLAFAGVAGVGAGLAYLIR
ZTA DNA inh: ZTA (EBV) inhibition in EBNA-1 counter-screen; inhibition, % at 11 µM; AID 2234; ZTA-DNA binding, fluorescence polarization; 0.15% of 320,000 active; P03206; in the data active means inhibition above about 33%
Target sequence (P03206 whole entry, looked up): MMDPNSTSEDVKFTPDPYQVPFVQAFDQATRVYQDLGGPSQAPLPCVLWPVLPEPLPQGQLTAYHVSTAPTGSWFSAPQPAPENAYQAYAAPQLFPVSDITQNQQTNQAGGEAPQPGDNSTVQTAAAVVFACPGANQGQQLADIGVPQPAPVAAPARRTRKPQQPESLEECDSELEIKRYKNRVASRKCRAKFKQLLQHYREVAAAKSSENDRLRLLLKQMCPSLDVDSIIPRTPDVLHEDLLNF
Starred values were filed as active, the others as inactive; / = no result given.

No.	Compound	Efflux pump mplx	CR mimetic SO	MEX-5 binding	BCLXL inh	GLD-1 RNA inh	Fam108B inh	EBNA-1 inh	MCL1-BIM inh	ZTA DNA inh
1	Cc1cc2c(ncn2Cc2ccccc2)c(N)c1C	0.0	106	3.4	9	-3	2	1	6	0
2	C=CCn1c(-c2ccccc2)nc(=S)c2c1CCCC2	0.0	98	-3.9	-1	5	4	12	2	-6
3	Cc1nc(NC(=S)NC(=O)COc2ccc(Cl)cc2)ccc1Br	0.0	102	-2.5	1	2	-8	-3	5	-3
4	O=C(c1cccn2c(=O)c3ccccc3nc12)N1CCN(c2ccccn2)CC1	-0.1	76	-3.6	1	5	1	-11	2	-8
5	Cc1ccc(N(C(=O)C2CCCC2)C2C=CS(=O)(=O)C2)cc1C (stereo not given)	-0.1	99	1.3	0	4	-2	1	0	-7
6	COCCn1cnc2c1c(=O)n(Cc1cc(C(C)=O)ccc1OC)c(=O)n2Cc1ccccc1	0.1	87	1.0	14	-1	-2	-26	0	-16
7	Cc1ccc2occ(/C=N/NC(=O)c3ccc(Cl)cc3)c(=O)c2c1	0.1	96	2.1	4	3	0	-8	5	-12
8	CC(=O)N1CCOc2ccc(S(=O)(=O)NCc3ccc(F)cc3)cc21	-0.1	93	-1.5	3	2	1	8	8	12
9	CC(C)(C)OC(=O)N1CCC(Cc2cc(-c3cccc(Br)c3)no2)(C(=O)O)CC1	-0.1	109	2.2	3	2	-1	7	1	-33
10	CC(=O)N1N=C(c2ccc(Cl)cc2)OC1c1ccc(C(C)C)cc1 (stereo not given)	0.1	102	1.8	7	3	-2	1	6	-14
11	O=C(Cn1cnc2ccccc21)NC(c1ccccc1)c1ccccc1	-0.1	89	0.1	-10	4	-2	-1	-12	-7
12	Cc1cc(C(=O)N/N=C/c2cccc(Cl)c2Cl)no1	-0.2	100	-2.8	1	8	-3	-12	5	-2
13	O=C(C/C=N\OCc1ccc([N+](=O)[O-])cc1)Nc1ccc(Br)cc1	-0.4	87	-0.8	1	9	-1	13	4	15
14	CCOC(=O)N1CCC(NC(=O)c2ccc3c(Cl)c4c(nc3c2)CCCC4)CC1	0.4	129	/	0	3	-3	-2	-3	6
15	COc1ccccc1CNC(=O)CCC(=O)Nc1nnc(C(C)C)s1	0.1	114	0.9	-2	0	-2	-6	0	8
16	Cc1ccc(CNC(=O)C(c2ccccc2)c2ccccc2)cc1	0.1	103	-1.3	4	-12	3	4	0	8
17	CCc1ccccc1NC(=O)c1ccc(NS(C)(=O)=O)cc1	0.0	98	0.3	1	4	0	8	2	12
18	CC(C)OP(=O)(OC(C)C)C1(NS(=O)(=O)c2ccc(Cl)cc2)C=C(Cl)C(=O)C(Cl)=C1	0.3	94	0.8	1	-8	2	-20	5	13
19	COc1ccccc1NC(=O)Cn1cnc2c(nc3n2CCCCC3)c1=O	0.0	77	0.4	0	-2	-5	-1	4	17
20	O=C(CSc1nncc(=O)[nH]1)NCc1ccccc1	0.2	102	1.2	3	-1	-1	-8	8	6
21	CCc1ccc2nc(N3CCN(C)CC3)c(C#N)cc2c1	-0.1	104	0.8	4	0	-1	6	8	10
22	Cc1ccc(NC(=O)Cn2cc(S(=O)(=O)c3ccc(F)cc3)c(=O)c3cc(F)ccc32)cc1	0.2	95	-0.6	-3	-7	-2	29*	-2	-1
23	Cc1cccc(CSc2nnc(NC(=O)c3ccco3)s2)c1	-0.1	134	2.6	2	6	-1	-2	4	-4
24	O=c1cc(-c2cc3ccccc3o2)c2cc(O)ccc2o1	0.1	105	-2.7	5	8	-2	4	-2	10
25	O=[N+]([O-])c1cccc(-c2nc(Oc3ccc(Cl)cc3)c3ccccc3n2)c1	0.7	77	1.2	-1	-4	-3	-9	6	-6
26	Cc1cccc(NC(=O)CN2C(=O)N/C(=C/c3ccc(-c4cccc(C(=O)O)c4C)o3)C2=O)c1	-0.1	101	-4.8	8	8	0	8	8	12
27	Cc1ccc(S(=O)(=O)CC(=O)Nc2nc3ccc(S(N)(=O)=O)cc3s2)cc1	0.0	98	1.1	4	-5	-2	-6	0	8
28	O=C(Cn1cc(C(F)(F)F)ccc1=O)NC(c1ccccc1)c1ccccc1	0.0	84	0.6	4	6	4	12	-4	3
29	C=CCNC(=O)c1ccccc1NC(=O)c1ccccc1C	0.0	91	-1.1	8	4	4	-9	2	-6
30	COc1ccc(NCC(=O)N/N=C/C(C)c2ccccc2)cc1 (stereo not given)	0.0	99	1.0	2	0	0	-12	6	-3
31	COc1cc(C)nc2nc(SCc3ccccc3)nn12	0.0	108	-0.7	2	-2	0	-2	-1	14
32	COc1cc(OC)c(OC)cc1CCC(C)NC(=O)Cc1ccccc1 (stereo not given)	-0.2	124	-2.4	5	-2	-3	-4	10	-13
33	Cc1ccc(-n2nnnc2SCC(=O)c2c(N)n(C3CC3)c(=O)[nH]c2=O)cc1C	-0.2	113	/	-2	-3	/	/	-8	-26
34	COc1ccccc1CN1CCNC(=O)C1CC(=O)NC1Cc2ccccc2C1 (stereo not given)	-0.1	121	1.0	10	-14	-3	16	5	9
35	Cc1cc(NC(=O)c2cc3nc(C4CC4)cc(C(F)(F)F)n3n2)no1	-0.1	114	-1.2	4	0	-1	-10	-1	2
36	CC(C)(C)c1ccc(C(CC(=O)O)NC(=O)CCCc2ccccc2)cc1 (stereo not given)	-0.2	108	2.0	-2	10	-3	-8	0	-2
37	CC(C)OC(=O)CSc1n[nH]c(-c2cccnc2)n1	0.2	103	-0.9	0	-6	3	-7	2	7
38	CC(C)Sc1nc2ccccc2c(=O)[nH]1	0.0	97	-0.5	0	-1	-1	5	-1	-8
39	CN(C)C(=O)CCSc1nnc(-c2ccco2)o1	0.2	94	2.8	0	4	-2	6	3	5
40	Cc1cccc(C)c1NC(=O)CSc1nnc(-c2cnccn2)n1C	0.2	98	-3.4	3	4	0	7	3	-1
41	COC(=O)c1ccc(C)c(NC(=O)CN2C(=O)c3ccccc3S2(=O)=O)c1	-0.1	95	3.5	-9	0	-1	2	4	8
42	Cc1cccc(N2CC(c3nc4ccccc4n3C)CC2=O)c1C (stereo not given)	0.2	110	5.3	5	-3	1	-1	4	-4
43	CC(=O)Nc1ccc(S(=O)(=O)n2cnc(C)c2)cc1	0.0	108	0.8	4	5	0	-14	11	12
44	O=C(Nc1cccc(Cl)c1)c1nc[nH]c1C(=O)N1CCc2ccccc2C1	-0.1	99	/	3	1	/	/	3	0
45	O=C(Nc1ccccc1)Nc1cccc2nsnc12	-0.2	91	-2.6	12	0	-1	6	6	1
46	O=C(Nc1ccc2c(c1)OCO2)C(c1ccccc1)N1CCC2(CC1)OCCO2 (stereo not given)	-0.2	92	-1.0	1	1	-5	1	-6	5
47	CCOC(=O)c1c(NC(=S)Nc2ccc(OC)cc2)sc2c1CCC2	-0.2	106	2.8	3	9	1	5	14	-3
48	CC(C)(C)Nc1nc(Cl)nc(N(C#N)CN2C(=O)c3ccccc3S2(=O)=O)n1	-0.1	107	2.3	-10	8	0	-5	-18	-13
49	Cc1cc(C)cc(N(CC(=O)O)S(=O)(=O)c2c(C)noc2C)c1	0.1	94	1.5	-2	0	2	-1	-4	-6
50	Cc1ccc(CN2C3=NC(=O)CN3c3ccccc32)cc1	0.0	91	1.0	-2	-2	0	3	2	6
51	CCOC(=O)C1C(c2ccc(O)c(OC)c2)NC(=O)NC1(O)C(F)(F)F (stereo not given)	0.1	105	-1.0	0	9	-7	-10	1	-1
52	O=C1C(=O)N(Cc2cccs2)c2ccccc21	-0.1	96	-1.8	4	2	-1	-17	12	0
53	O=C(NCc1nc2ccccc2[nH]1)c1cc2ccccc2oc1=O	0.2	101	-0.8	0	-1	-6	-11	-1	-8
54	Cc1cccc(C(=O)OCC(=O)Nc2ccc3c(c2)OCCO3)c1O	-0.5	102	/	-10	-11	/	/	-2	7
55	Cc1cc(C)nc(SCc2nnc(SCC(N)=O)o2)n1	0.0	103	-3.8	4	2	0	1	4	0
56	C=CCn1c(SCCOc2ccc(OC)cc2)nnc1C(C)NC(=O)Cc1ccc(OC)cc1 (stereo not given)	0.0	101	-0.9	5	9	-2	3	6	-2
57	CCO[C@H]1OC(C(=O)N2CCN(Cc3ccccc3)CC2)=C[C@@H](c2ccc(C(F)(F)F)cc2)[C@@H]1CCCO	/	/	-1.2	2	4	0	6	5	2
58	Nn1c(Cc2ccccc2)nc2sc3c(c2c1=O)CCC3	-0.1	100	0.0	4	5	-2	1	4	9
59	Cc1c(SCCO)c(=O)[nH]c2cc3c(cc12)OCO3	0.0	119	0.9	8	6	2	-1	7	-2
60	Cn1cc(C(=O)C(F)(F)F)c2ccccc21	-0.1	116	1.8	7	-2	-6	3	4	5

Limited to CR mimetic SO, GLD-1 RNA inh and Efflux pump mplx, for some of the entries so far:
| entry | Compound | CR mimetic SO | GLD-1 RNA inh | Efflux pump mplx |
| --- | --- | --- | --- | --- |
| 19 | COc1ccccc1NC(=O)Cn1cnc2c(nc3n2CCCCC3)c1=O | 77 | -2 | 0.0 |
| 20 | O=C(CSc1nncc(=O)[nH]1)NCc1ccccc1 | 102 | -1 | 0.2 |

Carrying on:
No.	Compound	Efflux pump mplx	CR mimetic SO	MEX-5 binding	BCLXL inh	GLD-1 RNA inh	Fam108B inh	EBNA-1 inh	MCL1-BIM inh	ZTA DNA inh
61	CC(C)OC(=O)Nc1ccc2c(c1)N(C(=O)N1CCN(C)CC1)c1ccccc1CC2	0.0	114	-4.1	12	1	-3	0	7	12
62	Nc1cc(OCC(F)(F)F)cc([N+](=O)[O-])c1	0.2	89	1.5	6	-3	7	0	-1	7
63	Cc1ccc2nc(C3CCN(C(=O)NCc4ccccc4)CC3)[nH]c2c1	0.2	87	-0.9	0	2	-3	5	-2	-7
64	COc1ccc(NC(=O)Cn2c(=O)n(CC3CCCO3)c(=O)c3cc(OC)c(OC)cc32)cc1OC (stereo not given)	-0.4	91	0.1	7	-4	2	15	-2	-11
65	COC(=O)c1c(C(C)=O)c(C)n(C)c1C	-0.1	103	-0.2	-3	1	2	-5	4	-14
66	Cn1cccc1C1Nc2ccccc2NC2=C1C(=O)CC(C)(C)C2 (stereo not given)	0.0	114	0.9	3	9	-1	8	8	10
67	O=C(O)CSc1nnc(-c2ccc(Cl)cc2)n1-c1ccccc1	0.8	102	1.5	-6	4	3	-8	-8	1
68	CCC/C(=N/NC(=O)c1nnn(-c2nonc2N)c1CN1CCCCC1)c1ccccc1	-0.1	101	0.1	2	2	1	3	6	0
69	COCC(=O)n1nc(-c2ccccc2)nc1NCc1ccc(F)cc1	-0.1	85	-1.0	-5	-1	-6	-16	-7	3
70	CCOC(=O)CSc1nc2c(c(=O)n(Cc3ccccc3Cl)c(=O)n2C)n1C	0.4	115	1.5	6	0	3	-4	-2	3
71	CCN1CCCC1CNC(=O)c1ccc2c(c1)NC(=O)/C(=C\c1ccc(C)cc1)S2 (stereo not given)	0.2	105	-6.0	25	1	-7	-14	23	2
72	O=C(N/N=C/c1c[nH]c2ccc(Br)cc12)c1ccc2c(c1)OCO2	-0.1	89	-3.1	0	9	10	8	-3	10
73	Cc1cccc(N(C(=O)c2ccc(CN3CCOCC3)o2)C(C(=O)NC(C)(C)C)c2ccc(F)cc2)c1 (stereo not given)	0.0	106	0.3	5	2	2	-10	1	8
74	O=C(NCCc1nc(-c2ccccc2)no1)c1ccco1	0.1	101	1.1	6	3	2	-1	7	3
75	CCOc1cc(-c2nn3cnnc3s2)cc(OCC)c1OCC	0.1	102	/	2	4	-3	1	1	12
76	CCOC(=O)c1c(NC(=O)CSc2nnc(-c3ccco3)o2)sc(C(C)=O)c1C	-0.1	88	0.1	-5	-6	-3	18	9	23
77	Cc1[nH]n(-c2ccccc2)c(=O)c1/C=N/N1CCOCC1	0.0	91	-1.4	4	0	-3	-9	4	-28
